Screens deposited in PubChem BioAssay by National Center for Advancing Translational Sciences (NCATS).
KDM5B inh = blocks human KDM5B histone demethylase activity. 220,000 tested, 2.6% active. AID 1347165. KDM5B demethylase, FDH-coupled NADH fluorescence (FDH is formaldehyde dehydrogenase). Potency, µM (series often up to 57.7 µM), for the others: top-dose activity change, negative = inhibition, hits mostly inhibitors; active = well fitted inhibition curve with a large enough effect; inconclusive = small, poorly fitted or top-dose-only effect; inactive = no such curve, though single readings can be large or run the other way; also: 0% is about no effect; nearly all actives have a fitted effect of over 70% in size
Target sequence (Q9UGL1 whole entry, looked up): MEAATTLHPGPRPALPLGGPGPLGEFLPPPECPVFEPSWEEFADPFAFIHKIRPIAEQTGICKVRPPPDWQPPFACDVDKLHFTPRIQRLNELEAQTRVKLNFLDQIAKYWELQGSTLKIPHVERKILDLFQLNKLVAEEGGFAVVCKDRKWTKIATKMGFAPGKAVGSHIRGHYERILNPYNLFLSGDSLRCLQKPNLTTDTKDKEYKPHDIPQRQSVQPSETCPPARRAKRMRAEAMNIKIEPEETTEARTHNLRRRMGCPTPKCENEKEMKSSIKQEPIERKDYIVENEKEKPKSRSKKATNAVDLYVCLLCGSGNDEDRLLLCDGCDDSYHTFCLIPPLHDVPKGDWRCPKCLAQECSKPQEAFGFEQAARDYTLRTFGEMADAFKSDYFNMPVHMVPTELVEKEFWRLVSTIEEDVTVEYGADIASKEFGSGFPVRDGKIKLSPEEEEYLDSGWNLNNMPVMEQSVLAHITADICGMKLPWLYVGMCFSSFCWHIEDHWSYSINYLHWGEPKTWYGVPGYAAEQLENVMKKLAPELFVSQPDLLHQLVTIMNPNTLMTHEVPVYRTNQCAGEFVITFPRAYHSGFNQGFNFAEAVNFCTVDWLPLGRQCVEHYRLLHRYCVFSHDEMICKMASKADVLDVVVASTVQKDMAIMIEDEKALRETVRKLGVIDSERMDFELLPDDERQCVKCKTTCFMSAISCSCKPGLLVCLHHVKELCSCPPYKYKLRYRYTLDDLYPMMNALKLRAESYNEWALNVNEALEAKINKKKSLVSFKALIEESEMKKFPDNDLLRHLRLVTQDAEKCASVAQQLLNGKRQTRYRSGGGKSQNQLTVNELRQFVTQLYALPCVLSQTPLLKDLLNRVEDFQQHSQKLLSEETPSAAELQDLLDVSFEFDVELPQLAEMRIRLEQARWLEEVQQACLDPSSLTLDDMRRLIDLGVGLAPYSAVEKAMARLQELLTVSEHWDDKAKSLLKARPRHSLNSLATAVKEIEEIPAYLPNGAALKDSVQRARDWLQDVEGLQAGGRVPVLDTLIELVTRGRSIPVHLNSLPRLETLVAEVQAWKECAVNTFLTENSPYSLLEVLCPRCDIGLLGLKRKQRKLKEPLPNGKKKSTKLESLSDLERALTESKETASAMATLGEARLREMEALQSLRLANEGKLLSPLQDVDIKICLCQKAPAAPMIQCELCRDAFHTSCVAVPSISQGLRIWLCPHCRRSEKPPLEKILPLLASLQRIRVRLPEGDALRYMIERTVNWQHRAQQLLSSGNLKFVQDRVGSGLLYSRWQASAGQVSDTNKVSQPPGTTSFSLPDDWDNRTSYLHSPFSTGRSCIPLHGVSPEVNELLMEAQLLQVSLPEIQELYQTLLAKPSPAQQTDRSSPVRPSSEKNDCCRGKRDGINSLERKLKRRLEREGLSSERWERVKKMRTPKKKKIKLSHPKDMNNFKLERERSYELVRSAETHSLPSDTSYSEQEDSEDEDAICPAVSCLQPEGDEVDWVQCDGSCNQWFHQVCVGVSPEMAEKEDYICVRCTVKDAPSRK
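Inhibition is measured as reduced NADH fluorescence generation from FDH coupling to formaldehyde release. Truncated KDM5BΔAP at 200 nM final acts on H3K4me3 peptide (12.5 µM in substrate mix) in pH 7.5 HEPES buffer with Tween-20, 30 min, room temperature.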
Active calls of the source: *; i = inactive; ? = inconclusive; [ ] = remark or other dose. Potency is read from the fitted curve at half-maximal effect.

Start of the listing, in advance, 16 compounds:
KDM5B inh | compound
9% | CSc1ccccc1C(=O)NC(C)(C#N)C1CC1 (configuration not stated)
? | O=C(NCc1ccc(F)cc1)c1cnc(N2CCCCC2)c2ccccc12
14% | COc1ccc(Br)c(C(=O)NC(C)(C)CO)c1
-6% | Cn1c(=O)oc2cc(S(=O)(=O)CCC(=O)NCCc3ccccc3)ccc21
32µM* | Cn1cc(-c2cc(=O)c3ccnc(NCc4ccc(F)cc4)c3o2)cn1
-5% | Cc1ccc(S(=O)(=O)N2CCN(c3ncnc4c3nnn4-c3ccccc3)CC2)c(C)c1
-12% | Cn1nc(C2CCN(C(=O)c3ccccc3F)CC2)c2c1CCOC2
-10% | Cc1cc(COc2ccc(C(=O)c3ccc(F)cc3)cc2)no1
-27% | CN(C)Cc1nnc(C2CCCN(C(=O)CN(C)c3ccccc3)C2)n1C (configuration not stated)
-9% | CCC(C(=O)NCc1cccc(Br)c1)n1nc(C)c2c(C)n(-c3ccccc3)nc2c1=O (configuration not stated)
20% | O=C(c1cn[nH]c1-c1ccc(Cl)cc1)N1CCCCC1
-1% | CC1CCCCN1C(=O)CSc1nnc2c(n1)[nH]c1ccc(F)cc12 (configuration not stated)
30% | Cc1noc(C)c1C(=O)N1CCC2(CC1)CC(c1ccccc1)C(=O)N(C)C2 (configuration not stated)
19%[86.2 µM] | CN(C(=O)Cc1ccc(F)cc1)C1CCCc2ccccc21 (configuration not stated)
-2% | COc1ccc(CCN=C(N)NS(=O)(=O)c2cc(F)ccc2F)cc1
-9% | O=C(Cn1nccn1)NC1CC(c2cc(N3CCC(O)C3)ncn2)C1 (configuration not stated)

The listing (from the top)
KDM5B inh | compound
9% | CSc1ccccc1C(=O)NC(C)(C#N)C1CC1 (configuration not stated)
? | O=C(NCc1ccc(F)cc1)c1cnc(N2CCCCC2)c2ccccc12
14% | COc1ccc(Br)c(C(=O)NC(C)(C)CO)c1
-6% | Cn1c(=O)oc2cc(S(=O)(=O)CCC(=O)NCCc3ccccc3)ccc21
32µM* | Cn1cc(-c2cc(=O)c3ccnc(NCc4ccc(F)cc4)c3o2)cn1
-5% | Cc1ccc(S(=O)(=O)N2CCN(c3ncnc4c3nnn4-c3ccccc3)CC2)c(C)c1
-12% | Cn1nc(C2CCN(C(=O)c3ccccc3F)CC2)c2c1CCOC2
-10% | Cc1cc(COc2ccc(C(=O)c3ccc(F)cc3)cc2)no1
-27% | CN(C)Cc1nnc(C2CCCN(C(=O)CN(C)c3ccccc3)C2)n1C (configuration not stated)
-9% | CCC(C(=O)NCc1cccc(Br)c1)n1nc(C)c2c(C)n(-c3ccccc3)nc2c1=O (configuration not stated)
20% | O=C(c1cn[nH]c1-c1ccc(Cl)cc1)N1CCCCC1
-1% | CC1CCCCN1C(=O)CSc1nnc2c(n1)[nH]c1ccc(F)cc12 (configuration not stated)
30% | Cc1noc(C)c1C(=O)N1CCC2(CC1)CC(c1ccccc1)C(=O)N(C)C2 (configuration not stated)
19%[86.2 µM] | CN(C(=O)Cc1ccc(F)cc1)C1CCCc2ccccc21 (configuration not stated)
-2% | COc1ccc(CCN=C(N)NS(=O)(=O)c2cc(F)ccc2F)cc1
-9% | O=C(Cn1nccn1)NC1CC(c2cc(N3CCC(O)C3)ncn2)C1 (configuration not stated)
24% | COc1cc(NC(=O)c2ccc3snnc3c2)cc(OC)c1
21% | O=C1OCCC1Sc1ccc2c(c1)OCCO2 (configuration not stated)
18% | Cc1cc(NC(=O)COc2ccc(C)c(C)c2)no1
? | CCC(=O)N1N=C(c2c(-c3ccccc3)c3cc(Cl)ccc3n(C)c2=O)CC1c1ccco1 (configuration not stated)
11% | CC(c1ccccc1)N(C)S(=O)(=O)c1cccc2nsnc12 (configuration not stated)
-21% | COc1cccc(NC(=O)/C(C#N)=C/c2ccc(-c3ccc(C)cc3)o2)c1
-25% | Cc1cccn2c(CC(=O)N[C@H](c3ccccn3)C3CC(O)C3)cnc12 (some centres not stated)
-4% | O=c1[nH]c2sc3c(c2c2nc(-c4ccccc4)nn12)CCC3
-15% | COCCNC(=O)C(NC(=O)c1ccc(F)cc1)C1CCN(C(=O)C2CC2)CC1 (configuration not stated)
16% | CC(C)NC(=O)C(C)Sc1ncnc2ccccc12 (configuration not stated)
-20% | COc1cc(NC(=O)c2sc3ncnc(N(C)c4ccccc4)c3c2C)cc(OC)c1OC
-8% | CCCC(=O)N1CCN(Cc2nc3cc([N+](=O)[O-])ccc3n2C)CC1
13% | CCc1cccc(NC(=O)CCC2CCN(C(=O)c3ccccc3)CC2)c1
-17% | COc1cc(C(=O)N2CCC[C@H]2c2nc(-c3ccccc3)no2)cc(OC)c1OC
16% | Cc1ccc(C)c(C(C)NC(=O)c2ccco2)c1 (configuration not stated)
25µM* | COC[C@@H]1CN(c2ncccn2)C[C@H]1C(=O)N1CCOCC1
-9%[86.2 µM] | COc1ccc2nc(CO[C@H]3CN(C(=O)c4ccccc4)C[C@H]3F)[nH]c2c1
18% | CCC(NC(=O)/C=C/c1ccccc1)c1cccs1 (configuration not stated)
-23% | CCn1c(=O)cc(SCC(=O)NCCc2ccc(OC)cc2OC)c2ccccc21
18% | Cc1nnc(SCC(=O)Nc2ccc([N+](=O)[O-])cc2)n1CC1CCCO1 (configuration not stated)
? | CCCCC(=O)Nc1cccc(-c2nc3ccccc3s2)c1
28% | O=C(NN1CCOCC1)c1cccc(Br)c1
-24% | COCCN1C(=O)c2cccn2CC1CNC(=O)c1ccsc1 (configuration not stated)
-11%[86.2 µM] | CC1=C[C@@H](CNS(C)(=O)=O)[C@H](C(C)C)C[C@H]1Cc1nc2ccc(Cl)cc2[nH]1
27% | Clc1ccc2c(c1)C(c1ccccc1)=Nc1ccc(Cl)cc1C(c1ccccc1)=N2
-6% | COC(=O)N/N=C(\CCC(=O)O)c1cccs1
6% | O=C(/C(Br)=C/Nc1cc(Cl)cc(Cl)c1)C(F)(F)F
22% | CCOC(=O)c1c(CSc2ccccc2)n(C)c2cc(Br)c(OCC(O)CNC3CCCCC3)cc12 (configuration not stated)
-23% | CC1Cc2ccccc2N1C(=O)CSc1nnc(-c2cccc(Cl)c2)o1 (configuration not stated)
? | COC(=O)[C@@H]1Cc2nc[nH]c2CN1C
18% | COc1ccccc1N(CC(=O)N1CCCC1)S(=O)(=O)c1ccc(C)cc1
-6% | CCCS(=O)(=O)N1CC(=O)N(c2cccc(F)c2)C(C)(C(=O)NC2CCCCCC2)C1 (configuration not stated)
6% | Cc1cc(NC(=O)c2ccoc2)ccc1N1CCCC1=O
2% | CC(C)Oc1ccc(C(=O)N2C[C@@H](CN(C)C)[C@@H](CO)C2)cc1
? | Cc1cccc(Nc2nc(C)nc(N)c2S(=O)(=O)c2ccccc2)c1
13% | Cc1c(C(=O)N(C)C)sc2c1c(=O)n(-c1ccc(F)cc1)c(=O)n2Cc1ccccc1C#N
-28% | CCC1(c2ccc(NC(=O)c3ccc(OC)c(OC)c3)cc2)CCC(=O)NC1=O (configuration not stated)
1% | CCn1cc(CN2CCCN(S(C)(=O)=O)C(c3ccccc3)CC(=O)NCC2)c(C)n1 (configuration not stated)
-9% | Cc1cc(C(=O)N(Cc2ccco2)Cc2cccs2)ccc1-n1cnnn1
-9% | CCOc1ccc(CCNC(=O)C2CCN(C(=O)c3cc4sccc4n3CC)CC2)cc1OCC
-2% | CCOc1ccc2oc(=O)cc(-c3cc4cccc(OC)c4o3)c2c1
13% | Cc1ccc(S(=O)(=O)N2CCN(c3nc(-c4cccnc4)nc4ccccc34)CC2)cc1C
22% | COC(=O)c1cc(-c2cc(C(F)(F)F)ccc2Cl)oc1C
20% | N#CC1(NC(=O)COc2cc(F)ccc2[N+](=O)[O-])CCCCC1

Following part:
KDM5B inh | compound
-13% | Cc1oc(-c2ccccc2)nc1C(=O)NC(C)c1ccc(C(F)(F)F)cc1 (configuration not stated)
-17% | Fc1ccccc1N1CCN(c2ncc3c(n2)CCN(Cc2ccc(Br)s2)C3)CC1
-23% | COCCOC1CN(C2CCN(S(=O)(=O)c3cccs3)CC2)C12CCCCC2 (configuration not stated)
6% | CC(C)(C)NC(=O)C(c1ccc(F)cc1)N(CC1CCCO1)C(=O)c1csnn1 (configuration not stated)
-8% | CSc1ncc(Cl)c(C(=O)Nc2c(C(=O)c3ccc(C)cc3)oc3ccccc23)n1
22% | O=C(C[C@H]1NC(=O)c2ccccc2NC1=O)NC1CCN(Cc2ccc(F)cc2)CC1
? | CCOC(=O)c1ccc2c3c(cccc13)CC2
28µM* | Cn1cnc(S(=O)(=O)NCC2Cn3cccc3CN2Cc2ccccc2)c1 (configuration not stated)
-19% | COc1ccc(Cn2ccnc2SCC(=O)Nc2nnc(C)s2)cc1
10% | CCC(C)[C@H](NC(=O)OC(C)(C)C)c1nnc(SCC(=O)OC)o1 (some centres not stated)
21% | CCCc1ccc(-c2ccc(C(=O)OCC)cc2)nc1
i[11.5 µM] | Cc1cccc(Oc2nc3c(c(=O)n(C)c(=O)n3C)n2C)c1
33% | COc1ccc(C(=O)NC(C(=O)N2CCCCC2)C2CCN(C(=O)c3ccc(F)cc3)CC2)cc1 (configuration not stated)
7% | CCc1cn(C2CC(O)C(CO)O2)c(=O)[nH]c1=O (configuration not stated)
-16% | COc1cc2nc(NCCc3ccccc3)n3nc(-c4cccnc4)nc3c2cc1OC
14% | CNC(=O)c1ccccc1OCc1coc(-c2cccc(F)c2)n1
0% | O=C(CC(=O)N/N=C/c1ccccc1[N+](=O)[O-])N/N=C/c1ccccc1[N+](=O)[O-]
7% | CCOc1ccccc1OCC(=O)Nc1ccc2oc(C)nc2c1
-16% | COc1ccc(OC)c(-n2c(-c3ccc(F)cc3)cn3c4c(=O)[nH]c(=O)n(C)c4nc23)c1
? | Nc1ccc(NC(=O)c2cccc(C(=O)Nc3ccc(N)cc3Cl)c2)c(Cl)c1
-5% | O=C([C@@H]1C[C@H](F)CN1C(=O)c1ccc(OC(F)(F)F)cc1)N1CCCCC1
-18% | Cc1nc2nc(NCc3ccc(Cl)cc3)[nH]n2c(=O)c1Cc1ccccc1
-10% | Cc1ccc(NC(=O)CSc2nc(C3CCCC3)nc3c2c(=O)n(C)c(=O)n3C)c(C)c1
13% | CC(=O)Nc1ccc(NC(=O)c2cc(C)nc3ccccc23)cc1
? | CCOc1ccc(CNc2cccc(C)c2)cc1
13% | CS(=O)(=O)Cc1cccc(C(=O)NCc2ccccc2F)c1
17%[86.2 µM] | CC(C)(C)CC(=O)N1C[C@@H]2C[C@H]1C(=O)Nc1ccccc1O2
2% | Cc1cc(Nc2ccc(F)c(F)c2)n2nc(-c3ccco3)nc2n1
-15% | O=C1NCCOCCCN(C(=O)Nc2ccccc2F)[C@H]2CCC[C@@H]12
16% | O=C(O)c1ccccc1NC(=O)c1ccccc1Nc1ccccc1
-18% | CCN(CC)S(=O)(=O)c1ccc2c(c1)c(=O)c(C(=O)N1CCN(c3ccc(F)cc3)CC1)cn2C
10% | COc1cccc(OC)c1C(=O)C1CC(=O)Nc2c1c(C)nn2-c1cccc(C)c1C (configuration not stated)
-13% | Cc1cnc(C2CC2)n1C1CCN(C(=O)C2CC2)CC1
-20% | S=c1sc2c(s1)SCC1(CS2)OCCO1
-13% | CN(Cc1ccccc1)C(=O)CC1CCN(C(=O)c2ccncc2)C1 (configuration not stated)
-20% | CSc1nn(Cc2ccc(Br)cc2)c(N(C(C)=O)C(C)=O)c1S(=O)(=O)c1ccccc1
? | CC(C)c1noc(-c2cn(C3CCN(C(=O)C4(c5ccccc5)CC4)CC3)nn2)n1
-15% | Nc1nc2ncc(C(=O)c3cc(F)ccc3O)cc2s1
-22% | CC(Oc1ccc(F)cc1)C(=O)Nc1cc(-c2ccc(F)c(F)c2)no1 (configuration not stated)
? | CCOC(=O)c1sc2ccccc2c1S(=O)(=O)N1CCN(c2ccccc2F)CC1
7% | CC1CCN(C(=O)C2CCCN(C(=O)c3ccc4cc[nH]c4c3)C2)CC1 (configuration not stated)
-20% | CCc1cc(=O)n(CC(=O)Nc2ccc(C(C)C)cc2)c(N2CCOCC2)n1
? | COc1ccc(-c2nc(C)c(CCNC(=O)c3cccs3)s2)cc1
18µM* | CCCc1noc(-c2ccn3c(CNC(=O)Cc4ccccc4OC)nnc3c2)n1
-11% | O=C(Nc1ccc(N2CCOCC2)c(F)c1)c1cccs1

Three compounds out of the list above, arranged by their value in KDM5B inh, falling:
| compound | KDM5B inh |
| --- | --- |
| CC1CCN(C(=O)C2CCCN(C(=O)c3ccc4cc[nH]c4c3)C2)CC1 (configuration not stated) | 7% |
| Cc1cnc(C2CC2)n1C1CCN(C(=O)C2CC2)CC1 | -13% |
| S=c1sc2c(s1)SCC1(CS2)OCCO1 | -20% |

Going on with the list:
KDM5B inh | compound
? | CCCn1ccc2sc(C)c(C(=O)N3CCN(C(C)C)CC3)c2c1=O
? | N#C/C(=C/c1ccco1)c1nc2ccccc2[nH]1
-2% | O=C(Nc1cc(Cl)cc(Cl)c1)c1ccc2ccccc2n1
? | COc1cccc(C(=O)N2CCC(N3C[C@H](O)C[C@H]3C(=O)NCc3nc4ccccc4n3C)CC2)c1
1% | O=C(c1scc2c1OCCO2)N1CCC2(CC1)c1ccccc1CC2O (configuration not stated)
-16% | COc1cc(/C=C/c2ccc3cccc(OC(C)=O)c3n2)cc(OC)c1OC(C)=O
-10% | C/C(=N/O)c1ccc(-n2ccnc2)cc1
21% | CCOc1ccccc1NC(=O)Cn1nc2c(cc1=O)CCCCC2
? | CC1Oc2ccc(NC(=O)c3ccccc3F)cc2CN(Cc2ccc(Cl)cc2)C1=O (configuration not stated)
-9% | Cc1ccc(-n2nc(C(=O)N3CC[C@](C)(O)C(C)(C)C3)c(O)cc2=O)cc1
7% | Cc1ccc(-c2nc(CNS(=O)(=O)c3ccc(Cl)cc3)c(C)o2)cc1
0% | CCC1CCCCN1C(=O)Cn1cccc1-c1nc(-c2ccc(F)cc2)no1 (configuration not stated)
11% | Nn1c(SCC(=O)NCCc2ccc(Cl)cc2)nnc1-c1ccco1

Not all compounds are listed. The share of hits here may be higher or lower than overall.
